V1R ag counter: counter-screen for oxytocin receptor agonists: human V1a receptor agonists; P37288; CHO-V1R cells, Fluo-8 calcium fluorescence, agonist mode; 0% DMSO, 100% 3 nM vasopressin; activation, % at 3 µM; 320,000 tested, 0.25% active;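 active = activation above the mean activation of all tested compounds plus 3 SD, per screening run, cut at about 20% in these data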;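 also: signal is peak over basal fluorescence ratio across a 100 second FLIPR read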
Target sequence (P37288 whole entry, looked up): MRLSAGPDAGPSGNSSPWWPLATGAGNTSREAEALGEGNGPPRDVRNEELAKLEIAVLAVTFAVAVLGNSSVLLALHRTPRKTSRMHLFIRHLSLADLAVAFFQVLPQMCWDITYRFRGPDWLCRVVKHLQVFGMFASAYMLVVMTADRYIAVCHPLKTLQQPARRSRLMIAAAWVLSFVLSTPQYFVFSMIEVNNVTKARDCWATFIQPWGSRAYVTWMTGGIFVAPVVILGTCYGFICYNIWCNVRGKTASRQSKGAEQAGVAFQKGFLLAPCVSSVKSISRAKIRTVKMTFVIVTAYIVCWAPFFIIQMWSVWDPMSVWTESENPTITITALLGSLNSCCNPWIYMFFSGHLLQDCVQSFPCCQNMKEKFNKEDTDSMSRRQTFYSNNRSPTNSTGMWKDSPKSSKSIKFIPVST
CHO-K1 Ca antag: nonselective inhibitor or artifact in parental CHO-K1 cells; 360,000 tested, 0.6% active; inhibition, % at 3 µM; ATP-induced calcium, Fluo-8 fluorescence;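 active = inhibition above a per-plate cutoff, the plate's mean sample inhibition plus 3 SD, cut at about 24% in these data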;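 also: 0% = DMSO plus EC80 ATP and 100% = DMSO alone without ATP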
TAAR1 agonist: human TAAR1 agonism; Q96RJ0; CHO RD-HGA16 TAAR1, Fluo-8 calcium fluorescence; vehicle wells 0%, saturating PEA agonist 100%; activation, % at 3 µM; 360,000 tested, 0.99% active; AID 624467;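 active = activation above the mean activation of all test compounds in the run plus 3 SD, cut at about 38% in these data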
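System: CHO-derived RD-HGA16 cells with stable Gα16 and human TAAR1. Times: 17-24 h plating, Fluo-8 75 min 37 °C, 30 min RT. Measured by: calcium-sensitive Fluo-8 signal, excitation 470-495, emission 515-575 nm. Read-out basis: % activation relative to PEA EC100 response. Control set: DMSO and PEA EC100. Repeats: no replicates (n 1).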
OXTR potentiate: human OXTR potentiation | CHO-OTR cells, Fluo-8 calcium fluorescence, potentiator mode; 0% = oxytocin EC15, 100% = EC100 | P30559 | AID 2445 | activation, % at 3 µM | 320,000 tested, 0.061% active;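 active = activation above that plate's cutoff, the mean activation of tested compounds plus 3 SD, cut at about 6.6% in these data, passing the limit was not always enough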;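 also: 100% uses oxytocin at 75 nM as the full agonist control; some results filed as inactive read as strong as hits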
Target sequence (P30559 whole entry, looked up): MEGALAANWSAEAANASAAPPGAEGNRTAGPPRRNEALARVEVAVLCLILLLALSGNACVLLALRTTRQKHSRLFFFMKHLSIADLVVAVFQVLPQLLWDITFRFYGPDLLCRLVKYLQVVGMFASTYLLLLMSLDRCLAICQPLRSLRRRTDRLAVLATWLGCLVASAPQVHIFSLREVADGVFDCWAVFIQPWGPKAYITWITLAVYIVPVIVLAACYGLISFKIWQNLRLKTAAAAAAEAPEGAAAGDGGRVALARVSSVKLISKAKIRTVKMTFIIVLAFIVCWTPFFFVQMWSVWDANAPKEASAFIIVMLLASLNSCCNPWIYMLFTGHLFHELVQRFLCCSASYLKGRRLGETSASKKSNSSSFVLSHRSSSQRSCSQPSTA
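Dosing: Single dose, 3.0 µM nominal final compound concentration | Material: Human OTR in CHO cells | Technique: Kinetic Fluo-8 calcium fluorescence | Benchmarks: EC15 oxytocin alone as 0%, 75 nM oxytocin as 100% | Probe or stimulus: Oxytocin at about EC15, sub-maximal agonist stimulus | Incubation: Compound 6 min at room temperature before oxytocin, 100 s read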
M1 ag: agonists of human M1 muscarinic receptor; activation, % at 3 µM; 360,000 tested, 0.33% active; CHO-K1 hM1, Fluo-8 calcium fluorescence, agonist mode; 0% DMSO, 100% acetylcholine EC100; P11229;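 active = activation above the run's mean compound activation plus 3 SD, cut at about 16% in these data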;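 also: peak over basal fluorescence ratio within a 140 s kinetic read after compound addition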
M1 ag parental: M1 agonist counterscreen hit in parental CHO-K1 cells | 360,000 tested, 0.48% active | Fluo-8 calcium fluorescence; scaled to maximal ATP response, vehicle zero | AID 602248 | activation, % at 3 µM; in the data active = activation above about 15%;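 also: untransfected CHO-K1 host cells lacking M1 receptor as counterscreen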
CHO-K1 Ca PAM: nonselective activator or artifact in parental CHO-K1 calcium assay. 360,000 tested, 0.02% active. ATP EC20, Fluo-8 calcium fluorescence; 0% at ATP EC20, 100% at ATP max. activation, % at 3 µM;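 active = activation above the run cutoff, the mean activation of all test compounds plus 3 SD, cut at about 40% in these data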;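 also: peak over basal fluorescence ratio in a 140 s read after ATP addition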
TAAR1 antag: human TAAR1 antagonism. CHO RD-HGA16 TAAR1, Fluo-8 calcium fluorescence, antagonist. 360,000 tested, 1.5% active. Q96RJ0. inhibition, % at 3 µM;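 active = inhibition above a per-plate cutoff, the mean inhibition of test compounds on that plate plus 3 SD, cut at about 49% in these data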;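 also: 0% = DMSO plus EC80 beta-PEA response and 100% = DMSO alone without agonist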
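Assay system: RD-HGA16 CHO cells with stable hTAAR1 and Gα16 / Reagent: EC80 β-phenethylamine stimulus / Doses: 3 µM, single point / Timing: dye loading 75 min at 37 °C, then 30 min room temperature / Measured by: Fluo-8 intracellular calcium dye fluorescence, real-time kinetic reads / Controls: vehicle wells and EC80 agonist wells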
CHO parental Ca: counter-screen for OX1R antagonists: effect in parental CHO cells | 330,000 tested, 0.63% active | parental CHO-K1, ATP-induced calcium, Fluo-8 fluorescence | inhibition, % at 5.6 µM | AID 463079;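 active = inhibition above that plate's mean sample inhibition plus 3 SD, cut at about 26% in these data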;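 also: 0% = ATP-challenged DMSO wells and 100% = DMSO wells without ATP; some compounds past the cut are filed as inactive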
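Material – parental CHO cells · Reagent – ATP stimulus · Compound – single nominal dose of 5.6 µM per compound · Detection – Fluo-8 fluorescence · Read-out basis – percent inhibition of calcium signal · Controls – ATP-challenged DMSO wells low, unchallenged DMSO wells high · Repeats – no replicates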
* marks the source's active call; other numbers are inactive results; / = not tested or not shown.

Sequence of screens: V1R ag counter | CHO-K1 Ca antag | TAAR1 agonist | OXTR potentiate | M1 ag | M1 ag parental | CHO-K1 Ca PAM | TAAR1 antag | CHO parental Ca
- CCOC(=O)C1(Cc2ccccc2C)CCCN(C(=O)CCn2nccc2C)C1 (configuration not stated)
→ 0.8 | -5 | 12 | -5 | -9 | 1.1 | 21 | -2 | -36
- COc1cccc(NC(=O)CN(C)C(=O)Cn2cnc3ccccc3c2=O)c1
→ 0.2 | 2 | 0 | -5 | -1 | 0.9 | 13 | -19 | -1
- CN1CCC(N(C)C(=S)NC(=O)C23CC4CC(CC(C4)C2)C3)CC1
→ 0.6 | -4 | 8 | 2 | -6 | 1.1 | 9 | -5 | -3
- CCCC1C2C(=O)N(c3ccc(OC)cc3)C(=O)C2ON1c1ccccc1 (configuration not stated)
→ -1.0 | 1 | -2 | -17 | -3 | 0.1 | -3 | -4 | -9
- O=C1CCc2cc(S(=O)(=O)Nc3ccccc3)cc3c2N1CC3
→ 0.1 | -6 | 1 | -15 | -2 | 1.8 | 11 | -3 | 1
- COc1ccc(/C(O)=C/C(=O)C(=O)NNC(=O)c2ccccc2)cc1
→ 1.2 | -8 | 12 | -11 | -1 | 0.9 | 2 | -2 | -11
- COc1ccc(-n2nnnc2C2c3ccccc3C(=O)N2C2CCN(Cc3ccccc3)CC2)cc1 (configuration not stated)
→ / | -10 | 1 | / | / | 0.2 | -1 | -12 | /
- CCCCCCn1c(SCC(=O)Nc2cc(C)on2)nc2ccccc2c1=O
→ -0.8 | -11 | 3 | -4 | -2 | 0.1 | 9 | 6 | -19
- CCN(CC)c1ccc(S(=O)(=O)N2CCOCC2)cc1NC(=O)CN1C(=O)NC2(CCC(C)CC2)C1=O (configuration not stated)
→ 0.3 | 5 | -2 | 4 | -5 | -0.3 | 1 | 7 | -24
- CC1=NN(/C(=N\c2nnc(C)s2)Nc2ccc(C(C)(C)C)cc2)[C@H](c2ccc(C)cc2)S1
→ 0.7 | -3 | 4 | -22 | -3 | -0.5 | 3 | -17 | -7
- O=C1CC(SCc2nc3ccccc3[nH]2)C(=O)N1c1ccc(Cl)cc1 (configuration not stated)
→ 1.5 | 3 | 13 | -13 | 2 | 4.5 | 15 | 16 | -22
- CCc1noc(C)c1C(=O)OCC(=O)N(CCOC)c1c(N)n(Cc2ccccc2)c(=O)[nH]c1=O
→ 0.2 | 5 | 5 | 2 | -3 | 0.2 | 5 | -15 | -8
- FC(F)(F)c1ccnc(NCc2ccc(Cl)cc2)n1
→ -0.9 | -7 | -2 | -8 | 0 | -0.8 | 6 | 11 | -9
- N#C/C(=C\c1ccncc1)c1nc2ccccc2o1
→ 0.2 | -11 | 1 | -12 | -2 | 0.9 | 9 | -18 | -11
- Cc1cccc(C(=O)OC(C)CN2CCN(C)CC2)c1 (configuration not stated)
→ -0.6 | -8 | 0 | -10 | -7 | 0.7 | 0 | -14 | -6
- O=C(COC(=O)c1ccc(S(=O)(=O)N2CCc3ccccc3C2)cc1)NC(=O)NCc1ccco1
→ 0.7 | -12 | 9 | -8 | -3 | 1.5 | 17 | 0 | 9
- S=c1[nH]nc(CSc2nc3ccccc3s2)n1C1CCCCC1
→ -1.1 | 2 | 8 | -14 | -4 | -0.1 | 5 | 4 | -24
- COc1ccc(NC(=O)NNS(=O)(=O)c2ccc(Br)cc2)cc1
→ / | -4 | 3 | / | -1 | 1.2 | 4 | -2 | /
- COC(=O)C1CC(=O)N(c2ccc(C)cc2)C1 (configuration not stated)
→ 0.0 | -8 | 1 | -15 | -6 | 1.4 | 25 | -2 | -6
- Cc1cc(C)c(O)c(NC(=S)NC(=O)Cc2ccccc2)c1
→ 29* | -6 | 95* | -20 | 19* | 7.4 | 20 | 72* | -3
- O=C(Cn1cnc2c(nnn2Cc2ccc(Cl)cc2)c1=O)NCC1CCCO1 (configuration not stated)
→ -0.1 | -17 | 14 | -3 | -5 | 1.0 | 25 | 1 | -10
- c1cc2c(cc1C1CCCCC1)c1c3n2CCN=C3CCC1
→ 0.2 | -6 | 66* | 2 | -2 | -0.3 | 3 | 44 | 2
- Cn1nc(C(C)(C)C)cc1N1C(=O)CCC1(C)C(=O)NCc1ccccc1 (configuration not stated)
→ / | 13 | 2 | / | -2 | 0.1 | 19 | -9 | /
- O=c1cc(CN2CCOCC2)c2cc(Cl)c(O)cc2o1
→ 0.8 | -18 | 0 | -1 | -2 | 1.9 | 14 | -1 | 11
- Cc1ccc(C(=O)OCC(=O)Nc2ccc(Cl)cn2)s1
→ -0.2 | -9 | 3 | -1 | -3 | 0.5 | 10 | 0 | -10
- Cc1nn(C)cc1CNC(=O)C1C2CCC(C2)C1C(=O)O (configuration not stated)
→ 0.8 | / | 10 | -10 | / | / | / | 3 | 13
- CC(=O)N1CCCc2cc(S(=O)(=O)N3CCCC(C(=O)NCc4ccccc4)C3)ccc21 (configuration not stated)
→ 2.3 | -5 | 1 | -17 | -2 | 3.2 | -9 | 12 | -13
- CC(C(=O)Nc1ccccn1)(c1ccccc1)c1ccccc1
→ / | -1 | 2 | / | -4 | 0.1 | -2 | -18 | /
- CCN(CC)C(=O)C1CCCN(C/C=C/c2ccccc2[N+](=O)[O-])C1 (configuration not stated)
→ 1.0 | 1 | 1 | -6 | -6 | 0.6 | 0 | -1 | -17
- CCc1ccc(NC(=O)CSc2nc(=O)n(CCCN3CCOCC3)c3c2CCCC3)cc1
→ -0.9 | 1 | 1 | 1 | -6 | -1.0 | -13 | -13 | -25
- CCOC(=O)c1ccc(NC(=O)c2ccc[n+]([O-])c2)cc1
→ 0.1 | -4 | 5 | 2 | -6 | 0.4 | -10 | -17 | 7
- COC(=O)C1CCN(C(=O)Cc2c(OC)ccc3cc(Br)ccc23)CC1
→ -1.4 | -1 | -2 | -8 | -6 | 0.4 | -12 | -10 | -4
- COc1cc(NC(=O)CN2CCN(C(=O)c3ccco3)CC2)c(C)cc1[N+](=O)[O-]
→ / | 7 | 1 | / | -4 | 0.4 | -11 | 5 | /
- COc1cc(C(=O)NCC(=O)NCC2COc3ccccc3O2)cc(OC)c1OC (configuration not stated)
→ -0.1 | 19 | 1 | -2 | -5 | -0.2 | -20 | -7 | -22
- Cc1ccc(NC(=O)CSc2nnc(-c3ccccc3Br)o2)cc1C
→ 0.1 | 6 | 7 | -11 | -3 | 1.7 | 2 | 18 | -22
- COCCNC(=S)N/N=C(\C)c1ccc(OC(F)F)cc1
→ -0.8 | -16 | 2 | -5 | -5 | 1.2 | 24 | -5 | -9
- O=C(OCCOCCN=C1NS(=O)(=O)c2ccccc21)c1ccc(F)cc1
→ 2.2 | -6 | 9 | -7 | 7 | 1.0 | -25 | -5 | -10
- COc1ccc(NC(=O)C(=O)NCCCO)cc1Cl
→ 4.7 | -5 | 1 | -3 | -4 | 4.3 | 21 | -5 | 5
- COc1ccccc1N(C)S(=O)(=O)c1ccc(C(=O)OCC(=O)N(C(C)C)C(C)C)cc1
→ 2.4 | 2 | 0 | -2 | -8 | 0.3 | -23 | -10 | -5
- O=C1C2=C(NC(=S)NC2c2ccc(Cl)cc2)NC(c2ccc(Cl)cc2)N1c1ccc(Cl)cc1 (configuration not stated)
→ 3.0 | -8 | 9 | -9 | 1 | 1.0 | 21 | 10 | -8

Brought forward from above: four compounds, then new ones.
Sequence of screens: V1R ag counter | CHO-K1 Ca antag | TAAR1 agonist | OXTR potentiate | M1 ag | M1 ag parental | CHO-K1 Ca PAM | TAAR1 antag | CHO parental Ca
- O=C(OCCOCCN=C1NS(=O)(=O)c2ccccc21)c1ccc(F)cc1
→ 2.2 | -6 | 9 | -7 | 7 | 1.0 | -25 | -5 | -10
- COc1ccc(NC(=O)C(=O)NCCCO)cc1Cl
→ 4.7 | -5 | 1 | -3 | -4 | 4.3 | 21 | -5 | 5
- COc1ccccc1N(C)S(=O)(=O)c1ccc(C(=O)OCC(=O)N(C(C)C)C(C)C)cc1
→ 2.4 | 2 | 0 | -2 | -8 | 0.3 | -23 | -10 | -5
- O=C1C2=C(NC(=S)NC2c2ccc(Cl)cc2)NC(c2ccc(Cl)cc2)N1c1ccc(Cl)cc1 (configuration not stated)
→ 3.0 | -8 | 9 | -9 | 1 | 1.0 | 21 | 10 | -8
- Cc1cccc(NC(=O)c2cccc(N3C(=O)C4CCC(C)CC4C3=O)c2)c1C (configuration not stated)
→ 11 | 1 | 6 | -9 | -2 | 6.1 | -9 | 25 | -13
- CC(=O)Nc1ccc(NC(=O)N2CCOCC2)cc1
→ / | -11 | 1 | / | -3 | 0.1 | 11 | 2 | /
- Cc1cc2ncn(C3CC(O)C(CO)O3)c2cc1C (configuration not stated)
→ / | -1 | 1 | / | -2 | 0.3 | -4 | -11 | /
- C(=N\Nc1nc(N2CCCCCC2)nc(N2CCCCCC2)n1)/c1ccccc1
→ 0.2 | -5 | -2 | -2 | -7 | 0.5 | 12 | -4 | -21
- COc1ccc(NC(=O)C(=O)NNC(=O)c2cccs2)cc1
→ 1.9 | 17 | 8 | -14 | -4 | 0.2 | 16 | -7 | -2
- O=C(CNC1CCCC1)Nc1ccc(N2CCCCCC2)cc1
→ 2.2 | -2 | 27 | -6 | -4 | 7.9 | 13 | 5 | -2
- Cc1ccc(NC(=O)Nc2ccccc2F)cc1S(=O)(=O)N1CCOCC1
→ 6.9 | -13 | 7 | -7 | -1 | 7.2 | 8 | -13 | -18
- CCn1c(SCC(=O)Nc2ccc(S(N)(=O)=O)cc2)nnc1-c1cccc(OC)c1
→ -0.3 | 3 | 9 | -8 | -4 | 0.1 | -6 | -8 | -17
- O=C1Nc2ccc(S(=O)(=O)NCCC3=CCCCC3)c3cccc1c23
→ 7.5 | 1 | 18 | -28 | 1 | 9.2 | 17 | 24 | 19
- Cc1ccc(CNC(=O)C2CCC(=O)N(Cc3ccc(Cl)cc3)C2)cc1F (configuration not stated)
→ / | -2 | 4 | / | -3 | 0.6 | -6 | -28 | /

Quoted from the listing:
M1 ag parental with `Cc1ccc(NC(=O)CSc2nnc(-c3ccccc3Br)o2)cc1C` → 1.7
CHO-K1 Ca PAM with `O=C1C2=C(NC(=S)NC2c2ccc(Cl)cc2)NC(c2ccc(Cl)cc2)N1c1ccc(Cl)cc1` (configuration not stated) → 21
M1 ag parental with `COc1cc(C(=O)NCC(=O)NCC2COc3ccccc3O2)cc(OC)c1OC` (configuration not stated) → -0.2
TAAR1 agonist with `CCc1noc(C)c1C(=O)OCC(=O)N(CCOC)c1c(N)n(Cc2ccccc2)c(=O)[nH]c1=O` → 5
